# KB-3-1 tox: KB-3-1 parental cell cytotoxicity | KB-3-1 viability, CellTiter-Glo ATP luminescence, 72 h | Potency, µM (top dose mostly 46.1 µM), for inactives: at the top dose activity change, negative = cytotoxic, hits mostly cytotoxic | actives 1.4% (n = 400,000) | AID 1347075; further: potency means the concentration at half of the fitted maximal effect; on the % scale 0 is the no-effect control and ±100 the full control effect; nearly all actives have a fitted effect of over 60% in size
#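 Multi-concentration cytotoxicity screen in KB-3-1 cells grown in DMEM lacking phenol red with 10% FBS. After 72 h at 37 °C with compound, ATP-dependent luminescence was recorded.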
# IL-1B inflam inh: inflammasome signaling inhibition, IL-1 beta readout; THP-1 LPS/ATP IL-1B secretion, AlphaLISA, 16 h; stronger effect = lower value; activity change, % at 57.5 µM; actives 4.7% (n = 360,000); AID 743279; in the data active means activity change below about -50%; inconclusive means mostly about -30% to -49%; further: on the % scale 0 is the no-effect control and ±100 the full control effect
#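 Secreted IL-1B measured by AlphaLISA bead assay after 16 h compound exposure of THP-1 cells; compounds (final up to 57.5 uM) added 1 h before LPS (250 ng/mL) and ATP (1.25 mM) stimulation; lower signal means less secretion.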
# ATXN viability: reduces viability in counter-screen for ATXN expression inhibitors; S2 cells (HEK-293 line with an ATXN2-luciferase reporter) viability, CellTiter-Fluor protease fluorescence, 24 h; Potency, µM (series often up to 56.7 µM), hits mostly cytotoxic; actives 0.49% (n = 400,000); AID 651635; further: potency means the concentration at half of the fitted maximal effect; nearly all actives have a fitted effect of over 40% in size
# SW480 rereplic: inducers of DNA re-replication in SW480 colon cancer cells. SW480 DNA re-replication, Hoechst DNA content imaging, 48 h. Potency, µM (series often up to 46.1 µM), inactives show top-dose re-replication activation, most hits filed as activators. actives 1.8% (n = 340,000). AID 624297; further: potency means the concentration at half of the fitted maximal effect; % of control where 0% means no effect; nearly all actives have a fitted effect of over 55% in size
#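 Readout is total intensity of Hoechst-stained nuclei, excited at 405 nm and collected at 500-530 nm. Compound treatment lasted 48 hr at 37 C in 5% CO2 before staining.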
# HT1080 IDH1KD tx: kills HT-1080 cells with IDH1 knockdown. HT-1080 IDH1 knockdown viability, ATP luminescence, 48 h. AID 686971. Potency, µM (highest dose often 46.1 µM), inactives show at the top dose activity, negative = toxicity, actives largely listed as cytotoxic. actives 2% (n = 360,000);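 further: potency means the concentration at half of the fitted maximal effect; 0% = DMSO wells and -100% = cell-free medium wells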
#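 HT-1080-IDH1KD cells (IDH1 knocked down), 750/well in RPMI with 5% FBS, treated with compound 48 h at 37 degrees C. Viability by CellTiter-Glo luminescence, normalised to DMSO and no-cell wells; concentration-response curves classed.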
# MCF10A rereplic: DNA re-replication induction in MCF 10a cells | MCF 10A DNA re-replication, Hoechst nuclear intensity, 48 h | Potency, µM (top dose mostly 46.1 µM), for the others: top-dose activity, positive = re-replication, usual class: activators | actives 2.9% (n = 350,000) | AID 624296; further: potency means the concentration at half of the fitted maximal effect; % of control where 0% means no effect; nearly all actives have a fitted effect of over 50% in size
# HepG2 viability: counter-screen for TGF-b inhibitors: cytotoxicity in HepG2 cells; HepG2 CAGA-GFP viability, ATP luminescence, 18 h; Potency, µM (series often up to 46.1 µM), for inactives: at the highest dose activity change, negative = cytotoxicity, hits mostly cytotoxic; actives 0.76% (n = 410,000); AID 588856; further: potency means the concentration at half of the fitted maximal effect; some results filed as inactive show a strong effect at the top dose
#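 HepG2 CAGA-GFP cells (1000/well, DMEM with 1% FBS) received compound, then TGF-beta at 500 pg/mL final, and were incubated 18 hours at 37 degrees C. Viability was read by CellTiter-Glo luminescence. Media-only wells were set as complete cell-killing and DMSO as no toxicity.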
# HT1080NT lethal: kills 2HG-producing HT-1080-NT fibrosarcoma cells. HT-1080-NT fibrosarcoma viability, CellTiter-Glo ATP luminescence, 48 h. Potency, µM (series often up to 46.1 µM), inactives show at the highest dose activity, negative = less viability, hits mostly cytotoxic. AID 686970. actives 1.6% (n = 360,000);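 further: NT is the 2HG producing partner of a matched IDH1 knockdown line; potency means the concentration at half of the fitted maximal effect; 0% = DMSO-treated cells and -100% = media-only wells without cells; nearly all actives have a fitted effect of over 55% in size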
#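 Read-out is CellTiter-Glo luminescence after 10 minutes at room temperature, following 48 hours' compound treatment of HT-1080-NT cells (750 cells/well, RPMI, 5% FBS, 37 degrees C).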
# ATXN2 expr inh: reduces ATXN2 reporter expression in HEK-293 cells; Potency, µM (top dose mostly 57 µM), for inactives: at the top dose activity change, negative = inhibition, actives largely listed as inhibitors; actives 0.72% (n = 360,000); AID 1745845; HEK-293 ATXN2-luciferase reporter, luminescence, 24 h; further: potency means the concentration at half of the fitted maximal effect; on the % scale 0 is the no-effect control and ±100 the full control effect; nearly all actives have a fitted effect of over 55% in size
#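 qHTS (up to 57 uM final) was run with 24 h compound exposure of reporter cells at 37 °C. Each well was multiplexed: SteadyGlo luminescence measured ATXN2-luciferase expression after a fluorogenic Gly-Phe-AFC viability readout (25 uM final).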
# The depositor's hits bear a star; i = inactive; ? = inconclusive; nt = no result given; & = joins results of further samples; ! = not confirmed by another sample; [ ] = another dose, or the depositor's remark. Unless noted, the call rests on the fitted dose curve; in most records, active means well fitted curve in the direction sought with a large enough effect; inconclusive means small, poorly fitted or top-dose-only effect, or another doubt; inactive means no such curve, though single readings can be large; an effect the other way counts as inactive or inconclusive.
mol,HT1080 IDH1KD tx,MCF10A rereplic,SW480 rereplic,HepG2 viability,ATXN viability,KB-3-1 tox,HT1080NT lethal,ATXN2 expr inh,IL-1B inflam inh
CC(=O)Nc1cccc(/C(C)=N/NC(=O)c2ccc3c(c2)OCO3)c1,0.7%,3.8%,-0.9%,-3.4%,i,5.8%,6.1%,8.1%,0.4
Cc1cc(C)n(C(N)=NC(=O)c2ccccc2)n1,8.0%,nt,nt,0.0%,i,0.0%,18.2%,nt,18.2
S=C(NCc1ccco1)Nc1ccccc1,-10.0%,-1.8%,-0.6%,3.7%,i,0.9%,0.6%,-10.1%,-3.0
CCO[C@H]1OC(C(=O)NCc2nc3ccccc3[nH]2)=C[C@@H](c2ccc3c(c2)OCO3)[C@@H]1CCCO,0.4%,2.6%,-5.6%,-6.1%,i,-4.0%,0.0%,5.7%,-12.4
CC(=O)c1cccc(NC(=O)C(C)OC(=O)c2ccc3ncsc3c2)c1 (configuration not stated),-3.6%,2.2%,0.4%,-2.7%,i,?,2.3%,nt,-28.9
CN(C(=O)c1cccc(NC(=O)Cc2ccc(NC(=O)C3CCCN(C(=O)C4CCCCC4)C3)cc2)c1)C1CCCCC1 (configuration not stated),0.3%,?,41.9%[9.22 µM],-13.5%,?,3.3%,0.8%,-19.8%,34.6
Cc1ccc(C(=O)N/N=C/C=C/c2ccccc2)o1,13.6%,1.8%,-4.5%,-9.5%,i,16.5%,?,28.4%,4.8
CCc1nnc(NC(=O)C2CCN(c3cnccn3)CC2)s1,0.0%,1.7%,-24.3%,1.8%,i,-0.2%,1.6%,13.0%,18.4
Cc1c(C(=O)NCc2cccnc2)oc2ccccc12,-1.2%,3.3%,-10.6%,-9.4%,i,-2.3%,8.4%,3.8%,29.3
Nc1nccnc1C(=O)OCC(=O)NC1CCCc2ccccc21 (configuration not stated),-1.0%,-3.8%,4.2%,-0.1%,i,16.7%,0.1%[9.24 µM],26.0%,1.8
CCCC(NC(=O)COc1cc2c(c3oc(=O)c(C)c(C)c13)CCC(C)(C)O2)C(=O)O (configuration not stated),14.9%,-6.4%,-5.3%,2.2%,i,-5.9%,4.4%,0.4%,13.0
O=C1NCCCCC1NC1CC(=O)N(c2ccccc2)C1=O (configuration not stated),6.0%,0.0%,-0.1%,-0.7%,i,1.1%,18.2%,-5.4%,18.8
Cc1cc([N+](=O)[O-])ccc1NC1CCCC1,-7.8%,3.4%,-6.1%,1.7%,?,?,3.1%,-10.4%,-6.4
O=S(=O)(c1cccc(S(=O)(=O)N2CCN(c3ncccn3)CC2)c1)N1CCOCC1,2.0%,2.3%,1.7%,-20.5%,i,3.3%,-4.8%,1.1%,15.2
Cc1nn(CC(C)C)c(Cl)c1C(=O)N(c1ccc(Cl)cc1F)S(C)(=O)=O,-19.0%,20.6µM*,11.3%,-21.4%,i,-8.1%,?,-29.7%,?

# An excerpt from above in order of molecular weight, rising:
mol,HT1080 IDH1KD tx,MCF10A rereplic,SW480 rereplic,HepG2 viability,ATXN viability,KB-3-1 tox,HT1080NT lethal,ATXN2 expr inh,IL-1B inflam inh
S=C(NCc1ccco1)Nc1ccccc1,-10.0%,-1.8%,-0.6%,3.7%,i,0.9%,0.6%,-10.1%,-3.0
Cc1cc(C)n(C(N)=NC(=O)c2ccccc2)n1,8.0%,nt,nt,0.0%,i,0.0%,18.2%,nt,18.2
Cc1c(C(=O)NCc2cccnc2)oc2ccccc12,-1.2%,3.3%,-10.6%,-9.4%,i,-2.3%,8.4%,3.8%,29.3

# Other records follow.
mol,HT1080 IDH1KD tx,MCF10A rereplic,SW480 rereplic,HepG2 viability,ATXN viability,KB-3-1 tox,HT1080NT lethal,ATXN2 expr inh,IL-1B inflam inh
COc1cccc(CN(C)C(=O)Nc2cccc(C(F)(F)F)c2)c1OC,-16.1%,?,-0.2%,-13.4%,i,12.3%,-6.7%,1.5%,-7.9
COc1ccc(CN2C(=O)C(CC(C)C)Nc3ncnc(N4CCN(c5ccccc5)CC4)c32)cc1 (configuration not stated),-7.6%&-11.8%,-6.2%,?,-20.9%&1.0%,i,?,?,-18.8%&-1.1%,-61.7*!
O=C(N/N=C/c1coc2ccccc2c1=O)c1cn(-c2ccccc2)nc1-c1ccccc1,-17.2%,14.1%,?,-35.8%,i,-6.0%,-18.7%,-16.5%,-11.1
C[C@@H]1CN([C@H](C)CO)C(=O)c2cc(Br)cnc2O[C@@H]1CN(C)C(=O)Cc1ccccc1,-0.1%,nt,nt,4.7%,i,-2.8%,-3.3%,4.9%,12.6
Cc1ccc(SC(C)c2nc(-c3ccccc3)no2)cc1 (configuration not stated),0.6%,?,-0.4%,-10.2%,i,4.3%,3.4%,-3.5%,42.2
CC(C)(Oc1ccc(Cl)cc1)C(=O)Nc1cccc(-c2cn3cccnc3n2)c1,nt,nt,nt,-23.2%,i,-2.9%,nt,6.7%,nt
O=C(C(=O)N(Cc1ccccc1)Cc1ccccc1)c1c(-c2ccccc2)[nH]c2ccccc12,?,15.4%,18.4µM*,-29.2%,?,0.0%,?,-23.8%,?
COc1cc(C(=O)NCc2nnc(SCC(=O)N3CCCCC3)o2)cc(OC)c1OC,1.1%,-1.7%,-12.5%,6.0%,?,9.7%,3.5%,-2.1%,3.2
COCCN(CC(=O)NCc1ccccc1)C(=O)CCC(=O)Nc1nccs1,2.8%[9.24 µM],-1.0%,-7.9%,15.6%,?,3.2%,14.2%,-0.5%,12.7
CCO[C@@H]1OC(C(=O)N2CCN(Cc3ccc4c(c3)OCO4)CC2)=C[C@H](c2coc3ccccc3c2=O)[C@H]1CCCO,-1.7%,5.3%,-5.6%,-20.6%,?,0.0%,1.4%,-4.4%,-24.9
CCOC(=O)Cn1c(=NC(=O)C2COc3ccccc3O2)sc2cc(S(N)(=O)=O)ccc21 (configuration not stated),-0.8%,0.2%,-2.7%,-1.8%,i,6.8%,-2.9%,15.5%,-12.8
O=C(N/N=C/c1cccc(C(F)(F)F)c1)C1CCN(c2ncc(C(F)(F)F)cc2Cl)CC1,6.0%,11.9%,-1.7%,-2.1%,i,?,3.9%,-3.6%,0.0
CCCCCN(C(=O)CCC(=O)OCC(=O)N1CCC(C)CC1)c1c(N)n(CCCC)c(=O)[nH]c1=O,0.6%,-0.2%,0.2%,-34.5%,i,0.2%,-3.2%,3.0%,6.6
O=C(CSc1nnc(NC2CCCCC2)s1)Nc1ccc(N2CCOCC2)cc1,-25.6%,16.5%,-2.6%,-4.5%,i,18.3%,0.2%,46.4%[activator],0.1
Cc1ccccc1OCCn1nc(C(=O)O)c2ccccc2c1=O,-1.5%,?,-0.8%,-19.7%,i,?,3.1%,-4.1%,49.9
COc1cccc(C2N(c3ccccn3)C(=O)C3CCCN32)c1OC (configuration not stated),23.6%,0.4%,-0.8%,1.9%,i,7.6%,29.5%,0.9%,24.8
O=C(CSc1ncc(-c2ccc(F)cc2)n1Cc1ccco1)Nc1nccs1,-5.4%,0.0%,-0.2%,-77.1%,i,?,-21.8%,3.4%,9.1
COc1cccc(-c2nc3ccccc3c(=O)o2)c1,-4.1%,2.3%,?,-16.0%,i,-9.7%,-7.9%,11.6%,16.2
CCOCCCNC(=S)NCCCNc1nc2c(C)cc(C)cc2cc1C#N,-4.5%,-16.6%,-6.2%,12.7%,i,-21.1%,-2.0%,-7.4%,-27.5
COc1ccc(S(=O)(=O)N(CC(=O)NCc2ccco2)c2ccc(C)cc2)cc1OC,-4.3%,16.1%,-8.8%,-20.9%,i,-3.8%,-5.7%,-15.0%,7.5
O=C(CNC(=O)c1ccc(F)cc1)NCc1ccc(S(=O)(=O)N2CCOCC2)cc1,0.3%,-0.6%,-2.9%,0.0%,i,-3.2%,0.6%,-11.7%,7.1
CC1CN(S(=O)(=O)c2ccc(C(=O)Nc3nccs3)cc2)CC(C)O1 (configuration not stated),-6.1%,11.1%,-7.9%,-7.3%,i,-19.9%,-4.9%,nt,0.0
CC1CCN(c2nc3c(=O)[nH]c(N)nc3n2[C@@H]2O[C@H](CO)[C@@H](O)[C@H]2O)CC1,26.8%,2.4%,-7.6%,-3.5%,i,1.0%,14.3%,-11.4%,1.5
O=C(CN1CCCC1)N1CCCc2ccccc21,22.8%,-3.3%,1.5%,-2.5%,i,5.4%,?,8.4%,-1.7
O=c1c2c3c(sc2n(CCN2CCCC2)c(=O)n1Cc1ccccc1)CCCCC3,-0.2%,?,?,1.9%,i,-0.5%,-2.0%,-23.3%,-3.4
S=C1NC(c2cccs2)=CC(c2ccc(Br)cc2)N1 (configuration not stated),?,?,20.6µM*,-7.9%,i,-4.2%,-21.4%,-23.8%,?
CCOC(=O)CC(N)c1ccc(OC)cc1 (configuration not stated),11.3%,-2.3%,8.7%,-2.0%,i,-2.2%,9.5%,-15.1%,-9.6
COc1cccc(C(=O)N2CCN(C(=O)c3cccc(F)c3)CC2)c1,1.2%,3.6%,-5.4%,1.5%,i,10.9%,4.6%,-10.1%,-12.5
CC1CN(C2CCN(S(=O)(=O)c3ccc4ccccc4c3)CC2)CC(C)O1 (configuration not stated),-4.0%,12.6%,?,-16.2%,i,-3.0%,-10.8%,-7.5%,23.8
O=c1cc(-c2ccc(Br)cc2)[nH][nH]1,15.0%,1.2%,11.0%,-4.9%,i,0.2%,12.8%,-14.8%,-9.6
CCOc1ccc(-c2nnc(SCC(=O)NC(C)(C)C)nc2-c2ccc(OCC)c(OC)c2)cc1OC,-0.4%,0.3%,-2.7%,3.6%,i,10.6%,-8.6%,1.7%,2.8
O=C(COc1ccccc1C(=O)O)Nc1nc2ccc([N+](=O)[O-])cc2s1,-1.3%,22.0%,?,-57.1%,i,6.5%,-7.8%,18.4%,-26.1
O=C(COC(=O)/C=C/c1cccc(Br)c1)NC1CC1,-1.1%,7.4%,6.1%,-15.2%,i,-3.9%,5.9%,9.4%,-7.8

# Screening data: PubChem BioAssay, National Center for Advancing Translational Sciences (NCATS)
